Growth percent in the NCI-60 one-dose screen (48 h, 10 µM unless noted): 100 = growth as untreated, 0 = no growth, -100 = all killed.
HL-60(TB) – HL-60(TB) leukemia cells | 9% of 78,000 active | AID 1794776; active means growth percent below 10
An asterisk follows results filed as active. Only part of the results is shown. The share of hits here may be higher or lower than overall.

SMILES	HL-60(TB)
CCN1C(=S)N(CC)C2C1NN=c1s/c(=C3\C(=O)N(C)c4ccccc43)c(=O)n12 (stereo unspecified)	102
O=C(Oc1ccc[nH]c1=O)c1ccc(F)cc1	95
O=C(CCCCC(=O)N/N=C/c1ccc2c(c1)CCC2)N/N=C/c1ccc2c(c1)CCC2	84
Cc1nc2c([nH]1)c(=O)n(C)c(=O)n2C	116
COc1cc2c3c(n(C)c2cc1OC)C(=O)c1cccn1-3	64
O=C(Nc1ccc(Cl)cc1)Oc1ccc2ccccc2c1	74
N#CCCOc1ccccc1	89
CCCC(=O)NCCc1ccccc1	106
O=C(Cc1ccc(/C=C/C(=O)c2nccn2Cc2ccccc2)cc1)Nc1ccc(F)cc1	43
COc1ccc(/C=C/C=C(C(=O)O)C(=O)O)cc1	73
CCOc1ccc(C(=O)Cc2ccccc2)cc1	97
NS(=O)(=O)c1ccc(N2C(=O)CCC2=O)cc1	78
O=C(O)C1(Nc2ccc(Br)cc2)CCCC1	92
O=C1OC(=O)C2C3CC(c4ccccc43)C12 (stereo unspecified)	112
CC(=O)C1=C(C)NC(SCC(=O)Nc2ccc(S(=O)(=O)Nc3cc(C)on3)cc2)=NC1c1ccccc1 (stereo unspecified)	100
O=C1NC(c2ccc(Cl)cc2)N=C2C(c3ccccc3)=NOC12 (stereo unspecified)	101
C=C(C)[C@@H]1CC[C@]2(CN)CC[C@]3(C)[C@H](CC[C@@H]4[C@@]5(C)CCC(=O)NC(C)(C)[C@@H]5CC[C@]43C)[C@@H]12	-50*
CC(C)(C)Oc1ccc(OC[C@@H]2Cc3cc(F)ccc3CN2C(=O)c2cccc3ccccc23)cc1	41
CCCCCCCCCCCCNC(=O)[C@H]1CSC(c2ccsc2)N1 (stereo partly specified)	-13*
CC(C)(C)c1ccc(C(=O)O)cc1	100
Cc1ccc(-c2nc(Nc3cccc(S(N)(=O)=O)c3)c3ccccc3n2)cc1	98
CCCCCCCC/C=C\CCCCCCCC(=O)OCCCCCCCCCCCCCCCCCC	115

2 successive records out of the list so far:
SMILES	HL-60(TB)
CCN1C(=S)N(CC)C2C1NN=c1s/c(=C3\C(=O)N(C)c4ccccc43)c(=O)n12 (stereo unspecified)	102
O=C(Oc1ccc[nH]c1=O)c1ccc(F)cc1	95

Some of the entries so far, bar-delimited:
mol | HL-60(TB)
O=C(CCCCC(=O)N/N=C/c1ccc2c(c1)CCC2)N/N=C/c1ccc2c(c1)CCC2 | 84
Cc1nc2c([nH]1)c(=O)n(C)c(=O)n2C | 116
COc1cc2c3c(n(C)c2cc1OC)C(=O)c1cccn1-3 | 64

Individual results from above.
Entry for COc1ccc(/C=C/C=C(C(=O)O)C(=O)O)cc1 under HL-60(TB): 73
Entry for O=C(Cc1ccc(/C=C/C(=O)c2nccn2Cc2ccccc2)cc1)Nc1ccc(F)cc1 under HL-60(TB): 43
Entry for COc1cc2c3c(n(C)c2cc1OC)C(=O)c1cccn1-3 under HL-60(TB): 64
Entry for O=C1NC(c2ccc(Cl)cc2)N=C2C(c3ccccc3)=NOC12 (stereo unspecified) under HL-60(TB): 101
Entry for NS(=O)(=O)c1ccc(N2C(=O)CCC2=O)cc1 under HL-60(TB): 78
Entry for CCCCCCCC/C=C\CCCCCCCC(=O)OCCCCCCCCCCCCCCCCCC under HL-60(TB): 115
Entry for N#CCCOc1ccccc1 under HL-60(TB): 89
